bovine MsrA act = bovine methionine sulfoxide reductase A activation; purified bovine MsrA, absorbance read-out; activation, % at 10.6 µM; actives 0.3% (n = 360,000); in the data active = activation above about 7.5%;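 note: 0% = vehicle and 100% = reference activator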
SKN-1 block = inhibitors of C. elegans SKN-1. C. elegans VP596 Pgst-4::GFP/RFP ratio, acrylamide-induced, 24 h. inhibition, % at 21.8 µM. actives 0.49% (n = 360,000). AID 624304;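 active = interference check ratio from 0.5 to 1.5 plus GFP to RFP signal ratio inhibition reaching or exceeding a fixed threshold, cut at about 30% in these data, passing the limit was not always enough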; note: some compounds called inactive have numbers as strong as hits
MsrA inh = inhibits bovine methionine sulfoxide reductase A; purified bovine MsrA, absorbance read-out; inhibition, % at 15.5 µM; actives 0.75% (n = 360,000); in the data active = inhibition above about 4.5%;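 note: 0% = vehicle wells with enzyme and 100% = reference inhibitor wells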
CendR NRP1 mod = modulators of CendR peptide binding to human neuropilin-1; AID 602438; O14786; inhibition, % at 25 µM; actives 0.85% (n = 360,000); FAM-RPARPAR peptide binding to NRP-1, fluorescence polarization;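 active = inhibition or corrected inhibition above about 18%, plus a signal ratio from 0.5 to 1.5, limit read from the data, passing the limit was not always enough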; note: strong numbers were not always called active
FAS TE block = FAS thioesterase (human) inhibition | recombinant FAS-TE, OMFH fluorogenic substrate, fluorescence endpoint | inhibition, % at 15 µM | actives 0.67% (n = 360,000) | AID 602261;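 active = compounds whose normalised, plate-corrected inhibition of enzyme fluorescence in the single-dose primary screen is 50% or more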;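 note: 0% = DMSO with enzyme and 100% = substrate without enzyme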
MT1-MMP act inh = inhibitors of human MT1-MMP activation | HT1080 RFP-PRO-GFP cells, GFP/RFP ratio fluorescence, overnight; percent of plate control window, DMSO zero | GFP/RFP ratio change, % at 20 µM | actives 0.061% (n = 360,000);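 active = GFP/RFP ratio change of at least 30% with cell ATP level not reduced by more than half and red fluorescence within 50% of control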; note: strong numbers were not always called active
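Compound: 20 µM single dose, 1% DMSO / System: HT1080 RFP-PRO-GFP cells / Controls: DMSO and RFP-L50D-GFP cell wells / Read-out basis: GFP/RFP fluorescence ratio / Schedule: overnight compound exposure at 37 °C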
E coli Lon inh = E. coli protease La inhibition. purified E. coli Lon protease, fluorescence polarization. AID 602123. actives 0.42% (n = 360,000). P0A9M0. inhibition, % at 7.94 µM; in the data active = inhibition above about 13%, passing the limit was not always enough;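 note: 0% = enzyme with probe and DMSO and 100% = no enzyme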
Neddylation inh = cullin neddylation inhibition. actives 0.58% (n = 360,000). P61081+Q13564. calls only at 25 µM. TR-FRET cullin neddylation, biochemical; in the data active = inhibition above about 36%
Rin1 Abl inh = blocks binding of human Rin1 to Abl; P00519+Q13671; TR-FRET Rin1/Abl binding, biochemical; inhibition, % at 7.35 µM; actives 0.4% (n = 360,000); in the data active = inhibition above about 5%, passing the limit was not always enough
Target sequence (P00519 whole entry, looked up): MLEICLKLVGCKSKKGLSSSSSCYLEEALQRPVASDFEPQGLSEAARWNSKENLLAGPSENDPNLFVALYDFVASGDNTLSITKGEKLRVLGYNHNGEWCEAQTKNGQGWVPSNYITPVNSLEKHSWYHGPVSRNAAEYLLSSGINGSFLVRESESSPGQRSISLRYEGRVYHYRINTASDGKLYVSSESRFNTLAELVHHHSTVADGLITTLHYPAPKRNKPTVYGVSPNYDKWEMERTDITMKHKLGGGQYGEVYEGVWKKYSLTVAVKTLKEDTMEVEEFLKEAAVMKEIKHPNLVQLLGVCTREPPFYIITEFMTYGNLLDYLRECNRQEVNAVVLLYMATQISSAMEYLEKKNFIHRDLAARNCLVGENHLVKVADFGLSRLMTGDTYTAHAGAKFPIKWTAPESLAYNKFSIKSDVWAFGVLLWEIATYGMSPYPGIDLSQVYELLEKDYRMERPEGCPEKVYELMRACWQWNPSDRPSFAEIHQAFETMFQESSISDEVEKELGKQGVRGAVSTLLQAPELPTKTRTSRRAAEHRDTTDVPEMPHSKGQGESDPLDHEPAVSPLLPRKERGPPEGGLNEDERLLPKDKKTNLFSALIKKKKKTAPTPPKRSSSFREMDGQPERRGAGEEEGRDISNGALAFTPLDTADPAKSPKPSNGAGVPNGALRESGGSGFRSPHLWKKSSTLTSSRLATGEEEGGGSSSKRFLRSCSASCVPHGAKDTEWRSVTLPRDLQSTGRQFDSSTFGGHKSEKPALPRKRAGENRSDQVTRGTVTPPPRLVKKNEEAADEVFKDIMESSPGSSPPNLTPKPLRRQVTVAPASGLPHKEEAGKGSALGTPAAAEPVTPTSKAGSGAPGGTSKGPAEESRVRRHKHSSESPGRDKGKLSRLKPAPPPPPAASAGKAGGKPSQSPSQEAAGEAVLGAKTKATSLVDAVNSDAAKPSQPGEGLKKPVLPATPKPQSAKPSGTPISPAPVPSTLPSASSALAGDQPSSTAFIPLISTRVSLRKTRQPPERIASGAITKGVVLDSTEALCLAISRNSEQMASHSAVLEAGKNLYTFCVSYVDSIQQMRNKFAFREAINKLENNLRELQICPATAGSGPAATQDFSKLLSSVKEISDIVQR
Target sequence (Q13671 whole entry, looked up): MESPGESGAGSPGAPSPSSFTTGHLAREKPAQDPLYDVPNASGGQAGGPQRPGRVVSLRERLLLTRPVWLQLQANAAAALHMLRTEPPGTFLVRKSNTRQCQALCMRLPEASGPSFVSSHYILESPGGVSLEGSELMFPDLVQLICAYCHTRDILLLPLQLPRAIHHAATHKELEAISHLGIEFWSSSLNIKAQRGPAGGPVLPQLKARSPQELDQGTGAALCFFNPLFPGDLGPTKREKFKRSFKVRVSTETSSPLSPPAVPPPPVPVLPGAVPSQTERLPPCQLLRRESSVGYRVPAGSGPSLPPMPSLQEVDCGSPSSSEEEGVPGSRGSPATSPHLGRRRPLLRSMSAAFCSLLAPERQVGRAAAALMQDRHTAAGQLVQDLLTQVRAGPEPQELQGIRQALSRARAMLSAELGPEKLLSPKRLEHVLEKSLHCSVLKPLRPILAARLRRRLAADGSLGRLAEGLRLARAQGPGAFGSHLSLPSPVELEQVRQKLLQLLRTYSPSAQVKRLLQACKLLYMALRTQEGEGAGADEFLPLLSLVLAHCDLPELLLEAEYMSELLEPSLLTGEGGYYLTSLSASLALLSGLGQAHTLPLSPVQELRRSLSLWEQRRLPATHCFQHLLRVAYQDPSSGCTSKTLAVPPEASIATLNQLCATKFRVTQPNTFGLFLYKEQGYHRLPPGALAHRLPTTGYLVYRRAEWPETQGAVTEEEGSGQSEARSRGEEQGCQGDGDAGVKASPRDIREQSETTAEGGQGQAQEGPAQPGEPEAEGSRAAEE
* hit, by the source's call; i = inactive; · = no result given.

SMILES	bovine MsrA act	SKN-1 block	MsrA inh	CendR NRP1 mod	FAS TE block	MT1-MMP act inh	E coli Lon inh	Neddylation inh	Rin1 Abl inh
O=c1[nH]c(C2CCN(S(=O)(=O)c3ccccc3F)CC2)nc2c1nnn2Cc1ccc(F)cc1	-1.0	11.8	-0.4	-0.4	13.4	1.4	-3.8	i	-0.4
Cc1nc2ccc(C(=O)N3c4ccccc4N=C(c4ccc5c(c4)OCO5)C3C(=O)NCc3ccccc3)cc2[nH]1 (configuration not stated)	·	8.9	2.6	-0.8	·	9.2	·	·	·
COc1ccc(S(=O)(=O)NCc2ccco2)cc1NC(=O)c1ccccc1	-2.1	14.7	-1.2	2.3	1.8	2.5	7.0	i	3.1
CCN1C(=O)[C@@H]2[C@@H]3CN(S(=O)(=O)c4ccc(C)cc4)[C@@H](c4ccccc4)[C@@H]3C(=O)C[C@@H]2C1=O	-2.9	12.5	-0.7	1.0	-2.6	3.9	-8.4	i	0.1
COc1ccccc1-n1cnnc1SCC(=O)c1cc(C)n(Cc2cccs2)c1C	-12.6	8.2	-0.6	-13.0	0.5	5.8	-14.9	i	-2.3
C=CCn1c(COc2ccc(OC)cc2)nnc1SC(C)C(=O)NC1CC1 (configuration not stated)	-2.0	9.1	-0.5	10.7	-5.8	2.5	-1.4	i	0.9
CCOC(=O)Cn1nc2oc(=O)c(CCN3CCN(c4ccccc4OC)CC3)c(C)c2c1C	-3.3	-7.7	0.9	-9.5	-10.5	3.8	-5.5	i	0.6
C[C@H](CO)N1C[C@H](C)[C@@H](CN(C)CC2CC2)Oc2c(NS(=O)(=O)c3ccc(F)cc3)cccc2C1=O	-6.2	8.1	-0.4	-6.6	-8.2	3.5	-12.3	i	-2.8
CCOc1ccccc1NC(=O)NCc1ccc2c(c1)OCO2	-11.8	0.9	-0.3	-3.9	1.7	-0.7	-4.1	i	2.4
O=C(c1cc(F)c(F)cc1Cl)N1CCN(c2ccc([N+](=O)[O-])c3ncccc23)CC1	-3.9	-3.2	-0.1	7.4	-2.8	-4.4	-6.8	i	-0.9
NC12CCc3c(no[n+]3[O-])C1(O)CC(c1ccccc1)=[N+]2[O-] (configuration not stated)	-1.0	3.8	-0.2	4.5	-10.6	1.0	1.9	i	-2.9
Nc1c(C(=O)CSc2nncn2-c2ccccc2)c(=O)[nH]c(=O)n1C1CC1	-3.3	3.8	1.7	1.8	-7.5	-1.9	4.1	i	2.6
O=C(COc1cccnc1[N+](=O)[O-])Nc1ccc(S(=O)(=O)N2CCOCC2)cc1	-2.9	-2.1	0.3	-21.0	8.2	-0.8	-9.0	i	0.2
CCCCN1Cc2cc(C(=O)c3cc(OC)ccc3O)cnc2NC1=O	-2.6	-5.0	0.8	-3.1	-7.8	-1.2	-1.4	i	-2.0
CCOC(=O)N1CCN(C(=O)COc2ccc(Cl)cc2C)CC1	-11.5	-11.6	-0.2	5.8	-4.3	0.6	0.4	i	1.4
COc1ccccc1S(=O)(=O)Cc1ccc(C(=O)NCCN(C)C)o1	-0.8	9.6	0.3	1.8	-4.7	-3.7	-2.6	i	1.6
Cc1ccc(S(=O)(=O)N2[C@H](C(C)C)[C@H]3[C@H]4C(=O)N(c5ccccc5)C(=O)[C@H]4CC(=O)[C@H]3[C@@H]2c2ccccc2)cc1	-6.3	3.3	-1.2	4.0	68.3*	3.1	-0.1	i	-0.9
CCCCNC(=O)c1ccc(NS(=O)(=O)c2ccccc2)cc1	-2.3	10.8	-0.5	0.6	-10.5	5.6	-10.5	i	1.4
C/C(=N\NC(=O)Cc1ccc(Cl)c(Cl)c1)c1cccnc1	-1.4	6.1	-0.4	-6.0	3.1	4.3	0.7	i	1.1
O=C1NC[C@H](CC2CCCCC2)N(CCc2cc(C(F)(F)F)cc(C(F)(F)F)c2)C1=O	-10.5	6.4	-0.6	-10.2	15.1	5.2	-0.5	i	·

Part of the list above in order of SMILES length, ascending.
SMILES	bovine MsrA act	SKN-1 block	MsrA inh	CendR NRP1 mod	FAS TE block	MT1-MMP act inh	E coli Lon inh	Neddylation inh	Rin1 Abl inh
COc1ccccc1S(=O)(=O)Cc1ccc(C(=O)NCCN(C)C)o1	-0.8	9.6	0.3	1.8	-4.7	-3.7	-2.6	i	1.6
Nc1c(C(=O)CSc2nncn2-c2ccccc2)c(=O)[nH]c(=O)n1C1CC1	-3.3	3.8	1.7	1.8	-7.5	-1.9	4.1	i	2.6
CCN1C(=O)[C@@H]2[C@@H]3CN(S(=O)(=O)c4ccc(C)cc4)[C@@H](c4ccccc4)[C@@H]3C(=O)C[C@@H]2C1=O	-2.9	12.5	-0.7	1.0	-2.6	3.9	-8.4	i	0.1
Cc1ccc(S(=O)(=O)N2[C@H](C(C)C)[C@H]3[C@H]4C(=O)N(c5ccccc5)C(=O)[C@H]4CC(=O)[C@H]3[C@@H]2c2ccccc2)cc1	-6.3	3.3	-1.2	4.0	68.3*	3.1	-0.1	i	-0.9

(cont.)
SMILES	bovine MsrA act	SKN-1 block	MsrA inh	CendR NRP1 mod	FAS TE block	MT1-MMP act inh	E coli Lon inh	Neddylation inh	Rin1 Abl inh
Cc1ccsc1CN1CC(=O)N(c2c(C)cccc2C)C1=S	-0.9	-5.1	-0.8	1.2	12.2	-4.2	4.2	i	2.2
O=C(Cn1cc2c(n1)CCCCC2)N1CCCCC1	-1.8	15.2	-0.2	-6.7	-1.0	5.3	-6.2	i	4.1
CNC(=O)NC(=O)COC(=O)c1ccc(-n2c(C)ccc2C)cc1	-1.3	0.8	0.2	-12.9	-8.2	-0.4	-19.0	i	-2.6
COCCNC(=O)c1c[nH]c2ccc(OC)cc2c1=O	-1.3	16.1	0.2	-2.2	-4.7	11.1	-5.0	i	-0.4
COC1=C/C(=C/c2c(N)n3nc(-c4ccc(C)cc4)sc3nc2=O)C=CC1=O	-5.4	2.7	3.7	-317.9	-5.3	-15.8	-138.4	i	-4.1
O=C(Oc1ccc(C(=S)N2CCOCC2)cc1)c1ccc(F)cc1	-2.7	-6.9	0.1	2.6	4.9	-0.3	8.9	i	-4.4
COc1ccc(CCNc2nc(=S)[nH]c3cc(OC)c(OC)cc23)cc1OC	-7.0	-5.3	0.4	0.3	-13.7	-6.4	-3.4	i	-2.6
O=C(N/N=C\c1ccc(-c2ccc([N+](=O)[O-])cc2)o1)c1ccc2c(c1)OCO2	-4.8	5.0	0.1	-58.7	-24.5	-22.1	4.1	i	0.2
COc1ccc(F)cc1C(=O)C1CCCN(C(=O)c2ccccc2N(C)C)C1 (configuration not stated)	0.9	-1.1	-0.9	0.9	-2.6	3.4	-1.6	i	0.7
COc1ccc(/C=C/c2nnc(NC(=O)c3ccco3)s2)cc1	-4.3	4.0	3.7	1.9	-3.1	0.1	7.4	i	4.0
C=CC[C@@H](CC(=O)N[C@@H](CO)Cc1ccccc1)C(=O)N[C@H](COC(=O)[C@@H](CC=C)Cc1ccc(F)cc1)Cc1ccccc1	-3.2	7.5	1.4	-9.0	0.0	-0.1	8.3	i	1.5
N#CC(=Cc1ccccn1)c1nc(-c2ccc(Cl)cc2)cs1	-2.2	8.7	0.3	-37.6	16.2	-77.3	-33.1	i	1.1
COc1ccc([C@H]2C[C@H](n3cc(C4CC4)nn3)[C@@H](O)CN2C(=O)C2CCCCC2)cc1	-1.4	11.5	-1.6	2.0	-5.3	2.8	-0.5	i	-0.3
Cc1ccc(C)c(S(=O)(=O)N2CCCC2CNC(=O)C(=O)Nc2ccccc2)c1 (configuration not stated)	-8.8	6.9	1.0	-7.8	5.0	-3.5	-2.4	i	-1.5
O=[N+]([O-])c1cccc(/C=N/Nc2nc(C(Cl)(Cl)Cl)nc3ccccc23)c1	-2.5	-0.9	-0.1	12.2	-1.4	-9.1	-3.2	i	3.2
O=c1c2ccccc2cnn1Cc1ccc(Cl)c(Cl)c1	-1.0	18.6	-0.4	13.1	12.6	-4.2	-6.1	i	0.2
COc1cc(-c2cnc3c(NC=O)cc(-c4cccc(C(F)(F)F)c4)cn23)cc(OC)c1OC	-2.6	15.4	0.4	-25.2	14.5	15.8	-20.8	i	0.1
O=C(NCc1ccco1)NC1CCCCC1	1.7	10.5	0.1	5.0	-4.6	2.3	-15.3	i	1.0
CC(c1cccs1)N(Cc1ccco1)C(=S)Nc1ccccc1Cl (configuration not stated)	-2.8	-14.3	-1.5	2.1	18.7	1.1	3.0	i	-2.8
CCOC(=O)c1ccc(NS(=O)C23CC4CC(CC(C4)C2)C3)cc1 (configuration not stated)	-0.6	7.5	-0.5	3.6	-4.4	1.1	2.5	i	2.8
CN1CCCN(C(=O)CC2(CC(=O)O)CCCCC2)CC1	-1.1	-0.8	0.7	4.5	-0.3	1.8	-7.0	i	0.9
N#CCn1c(CCl)nc2ccccc2c1=O	-3.7	-0.6	0.5	-6.3	-7.1	-2.3	-11.5	i	0.1
O=C(OCc1cn([C@H]2C[C@H](c3ccc(Cl)cc3)N(Cc3cccs3)C[C@@H]2O)nn1)c1ccccc1	-0.8	-15.7	0.2	2.4	20.9	-3.8	-12.2	i	-5.7
CCCNC(=O)C1(C)CCCN(Cc2cc(-c3ccccc3)n(C)n2)C1 (configuration not stated)	-1.3	3.9	-1.3	2.5	-2.2	1.7	1.1	i	-3.0
Cc1ccc(NC(=O)CCCNC(=O)c2ccc(Cl)cc2)cc1S(=O)(=O)N1CCOCC1	-6.7	-11.6	-0.6	6.2	-2.5	2.2	5.3	i	1.7
CC(C)(C)N=C(NS(=O)(=O)c1cccs1)c1ccccc1	-1.9	11.9	-1.3	9.3	-3.3	-0.1	-0.2	i	-0.3
CC(C)C(C(=O)NCc1ccco1)N(C(=O)CNS(=O)(=O)c1ccccc1)C1CCCC1 (configuration not stated)	-0.8	-4.4	1.3	2.0	0.2	3.4	1.0	i	0.7
Cc1c(CN2CCC(n3nccc3NC(=O)C3CC3)CC2)[nH]c2ccccc12	-6.5	5.8	0.5	-3.0	-10.3	-2.0	-0.8	i	-1.5
CCOC(=O)c1oc2ccccc2c1COC(=O)CNC(=O)c1ccccc1OC	-5.0	-4.2	1.0	-14.1	14.7	-1.0	-0.4	i	-1.7
CC1(C(=O)Nc2ccc3c(c2)OCCO3)CCN1C(=O)c1cccc(F)c1 (configuration not stated)	1.6	10.9	0.0	-3.6	-3.9	-2.9	11.1	i	0.4
CC(NC(=O)COC(=O)Cn1cnc2ccccc2c1=O)C1CC2CCC1C2 (configuration not stated)	-4.5	3.2	-0.1	2.1	-3.0	6.7	-13.0	i	-0.4
Cc1ccccc1NC(=O)COC(=O)c1ccc(CSc2ccc(Cl)cc2)cc1	-1.6	-1.6	1.1	-4.3	-9.3	-3.6	-1.2	i	2.0
O=S(=O)(c1ccc(Cl)c(NC(=S)N/N=C/c2c(F)cccc2F)c1)N1CCOCC1	-5.2	0.0	2.5	6.7	6.4	-7.2	12.7	i	6.8
Cc1cc(C(=O)CSc2nc3ccc(Cl)cc3[nH]2)c(C)n1CC1CCCO1 (configuration not stated)	-1.9	10.8	1.8	-6.2	8.1	-7.0	-5.9	i	3.6
Cc1ccc2c(c1)COc1c3ccc(C(=O)N4CCCCC4)cc3nn1-2	-2.2	16.9	1.7	9.3	38.8	3.5	-5.8	i	-0.9
Cc1cc(Cl)ccc1NC(=S)NCc1ccc(S(N)(=O)=O)cc1	-11.0	-8.0	0.9	-3.3	-3.0	2.6	-8.0	i	0.5
Cc1ccc(NC(=O)CCC(=O)OCC(F)(F)C(F)F)cc1	-0.2	-10.2	0.4	3.9	-1.5	-3.1	-0.8	i	-3.5
Cc1ccc(C2(C)NC(=O)N(CC(=O)N3CCc4ccccc43)C2=O)cc1 (configuration not stated)	-0.3	13.6	-0.5	-0.5	4.1	-1.5	4.0	i	1.8
Cn1nc(C(F)(F)F)c(-c2ccc(Br)cc2)c1NC(=O)Nc1ccc(F)cc1F	-5.1	13.2	-0.6	-15.0	31.4	8.6	6.5	i	-2.4

Source: PubChem BioAssay
